Source: PubChem BioAssay (National Center for Advancing Translational Sciences (NCATS))
ELG1 genotoxic = qHTS screen for small molecules that induce genotoxicity in human embryonic kidney (HEK293T) cells expressing luciferase-tagged ELG1 | HEK293T ELG1-luciferase reporter, luminescence, 16 h | Potency, µM (series often up to 46 µM), without a hit: at the highest dose activity change, positive = activation, actives largely listed as activators | 1.3% of 330,000 active; further: potency means the concentration at half of the fitted maximal effect; % of control where 0% means no effect; nearly all actives have a fitted effect of over 60% in size
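Screening used a luciferase reporter fused to human ELG1 in HEK293T cells. Luminescence was read on a CCD plate imager after 16 hr exposure and 30 min ONE-Glo incubation.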
RORgamma inh = qHTS for inhibitors of ROR gamma transcriptional activity. Drosophila S2 Gal4-RORgamma UAS-luciferase reporter, 20 h. Potency, µM (titrated, usually from 53.6 µM), for inactives: at the highest dose activity change, negative = inhibition, actives largely listed as inhibitors. AID 2551, 2010. Nuclear receptor ROR-gamma (Mus musculus), P51450. 5.4% of 310,000 active; further: potency means the concentration at half of the fitted maximal effect; on the % scale 0 is the no-effect control and ±100 the full control effect; nearly all actives have a fitted effect of over 60% in size
Target sequence (P51450 whole entry, looked up, the tested form may be a part): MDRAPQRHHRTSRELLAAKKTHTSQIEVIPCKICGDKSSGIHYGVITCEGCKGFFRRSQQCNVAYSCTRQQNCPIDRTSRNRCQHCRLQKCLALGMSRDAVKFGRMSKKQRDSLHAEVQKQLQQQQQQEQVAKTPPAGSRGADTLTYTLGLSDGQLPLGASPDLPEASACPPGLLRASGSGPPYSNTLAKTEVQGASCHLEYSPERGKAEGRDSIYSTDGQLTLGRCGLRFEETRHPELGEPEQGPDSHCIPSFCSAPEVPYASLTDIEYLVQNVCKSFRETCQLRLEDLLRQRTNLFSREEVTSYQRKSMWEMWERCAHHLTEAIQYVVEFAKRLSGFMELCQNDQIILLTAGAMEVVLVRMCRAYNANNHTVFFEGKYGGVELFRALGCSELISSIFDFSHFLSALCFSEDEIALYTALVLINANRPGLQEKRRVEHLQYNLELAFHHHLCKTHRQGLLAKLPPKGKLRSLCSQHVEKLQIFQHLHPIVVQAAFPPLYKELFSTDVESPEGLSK
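Luciferase reporter read in Schneider cells carrying Gal4-RORγ (mouse) and UAS-Photinus luciferase; cells given compound 1 h before 700 uM copper sulfate induction, then incubated 20 h at ambient temperature.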
NPC1 prom act = qHTS Assay for NPC1 Promoter Activators. Potency, µM (series often up to 9.22 µM), for the others: at the top dose activation, hits mostly activators. AID 485313, 2010. Huh7 NPC1 promoter luciferase reporter, 24 h. 2.4% of 320,000 active;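 further: potency means the concentration at half of the fitted maximal effect; % of control where 0% means no effect; nearly all actives have a fitted effect of over 60% in size; reporter is driven by a mutant NPC1 promoter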
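Readout is luciferase luminescence, reflecting NPC1 promoter activation in stably transfected Huh7 cells after 24 h compound exposure at 37 °C in reduced-serum medium with 10% FBS.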
PKM2 act = qHTS Assay for Activators of Human Muscle isoform 2 Pyruvate Kinase; AID 1631, 2009; 0.34% of 260,000 active; purified PKM2, Kinase-Glo ATP luminescence, activation; response scale: 0% is enzyme alone, no compound; Potency, µM (top dose mostly 57.5 µM), without a hit: at the top dose activation, hits mostly activators; further: potency means the concentration at half of the fitted maximal effect; on the % scale 0 is the no-effect control and ±100 the full control effect; nearly all actives have a fitted effect of over 55% in size
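Kinase-Glo luminescence reports ATP generated from ADP (0.1 mM) and PEP (0.5 mM) by purified hPK-M2 after 1 h at room temperature, pH 7.2 imidazole buffer; intermediate enzyme activity allows detecting inhibitors and activators.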
Giardia killer = Small Molecules that selectively kill Giardia lamblia: qHTS; AID 540267, 2011; activity change, % at 7.66 µM, hits read low; 0.15% of 340,000 active; Giardia lamblia trophozoite viability; in the data active means activity change below about -80%; inconclusive means between about -30% and that limit;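 further: parasites exposed to compound for two days anaerobically before the ATP read; on the % scale 0 is the no-effect control and ±100 the full control effect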
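Anaerobic 48 hrs incubation at 37 deg C of 100 trophozoites/well with test compounds; ATPLite 1-Step luminescence, 15-30 min RT, reports cellular ATP as viability.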
Rab9 promoter act = qHTS Assay for Rab9 Promoter Activators. 2.8% of 320,000 active. Potency, µM (top dose mostly 9.22 µM), for the others: top-dose activation, negative = inhibition, actives largely listed as activators. Huh7 Rab9 promoter-luciferase reporter, luminescence, 24 h. AID 485297, 2010; further: potency means the concentration at half of the fitted maximal effect; % of control where 0% means no effect; nearly all actives have a fitted effect of over 60% in size
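Huh7 cells stably carrying a Rab9 promoter-luciferase reporter, 1500 cells per well in OP-MEM I with 10% FBS, treated with compound 24 hours at 37C. Luciferase activity read by luminescence after 10 minutes with Amplite reagent.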
p53 reactivation = qHTS assay for re-activators of p53 using a Luc reporter; H1299 p53-A138V BP100-luciferase reporter, luminescence, 24 h; Potency, µM (titrated, usually from 92.2 µM), inactives show at the highest dose activity change, positive = activation, actives largely listed as activators; 0.063% of 320,000 active; AID 504706, 2011; further: potency means the concentration at half of the fitted maximal effect; % of control where 0% means no effect; nearly all actives have a fitted effect of over 45% in size
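H1299 (p53-null), stable ts p53-A138V + BP100-Luc; 1000 cells/well, Opti-MEM/10% FBS; cpd 4 pt, 1:5; 24 h, 37 deg C, 5% CO2; detection reagent 10 min RT; luminescence.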
VP16 counter = VP16 counterscreen qHTS for inhibitors of ROR gamma transcriptional activity | Drosophila S2 Gal4-VP16 UAS-luciferase, luminescence, 20 h | Potency, µM (titrated, usually from 53.6 µM), for inactives: at the top dose activity, negative = inhibition, usual class: inhibitors | 3.5% of 310,000 active;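 further: Gal4-VP16 expression switched on by copper sulfate through the metallothionein promoter; potency means the concentration at half of the fitted maximal effect; on the % scale 0 is the no-effect control and ±100 the full control effect; nearly all actives have a fitted effect of over 50% in size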
BRCA1 expr up = qHTS Assay to Identify Small Molecule Activators of BRCA1 Expression | MCF7-BRCA1-FFLuc reporter, luminescence, 48 h; response scale: scaled: vehicle 0%, 10 µM genistein 100% | Potency, µM (top dose mostly 46.1 µM), for inactives: at the highest dose activation, actives largely listed as activators | 1.1% of 380,000 active | AID 624202, 2012; further: potency means the concentration at half of the fitted maximal effect; nearly all actives have a fitted effect of over 80% in size; some results filed as inactive show a strong effect at the top dose
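MCF7 cells carrying a BRCA1-firefly luciferase reporter (2000 cells/well, phenol-red free MEM) were attached for 2 h at 37 °C, then given compounds for 48 h. Luminescence was read 15 min after luciferase reagent; activity normalized to genistein (10 microM) and DMSO.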
FLuc counter = qHTS profiling assay for firefly luciferase inhibitor/activator using purifed enzyme and Km concentrations of substrates (counterscreen for miR-21 project); purified FLuc, Km substrates, luminescence inhibition; 6.9% of 360,000 active; Potency, µM (series often up to 57.5 µM), without a hit: at the top dose activity change, negative = inhibition, most hits filed as inhibitors;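 further: potency means the concentration at half of the fitted maximal effect; plate controls were vehicle for no effect and reference inhibitor for full effect; nearly all actives have a fitted effect of over 55% in size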
Target sequence (P08659 whole entry, looked up): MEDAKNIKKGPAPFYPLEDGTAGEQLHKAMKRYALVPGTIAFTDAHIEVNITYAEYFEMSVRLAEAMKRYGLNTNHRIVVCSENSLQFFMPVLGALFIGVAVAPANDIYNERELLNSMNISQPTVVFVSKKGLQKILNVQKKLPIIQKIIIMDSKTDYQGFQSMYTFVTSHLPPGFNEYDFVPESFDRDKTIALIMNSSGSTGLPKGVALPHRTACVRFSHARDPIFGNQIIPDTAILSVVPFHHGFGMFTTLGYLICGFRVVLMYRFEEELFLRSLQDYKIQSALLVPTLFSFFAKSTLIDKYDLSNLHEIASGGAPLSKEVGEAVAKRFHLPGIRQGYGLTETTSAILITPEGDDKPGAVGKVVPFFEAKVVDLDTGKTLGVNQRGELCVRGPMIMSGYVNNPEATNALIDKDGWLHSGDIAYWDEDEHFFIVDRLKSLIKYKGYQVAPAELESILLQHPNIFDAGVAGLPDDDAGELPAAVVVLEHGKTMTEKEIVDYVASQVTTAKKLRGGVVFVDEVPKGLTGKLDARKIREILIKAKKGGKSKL
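Purified P. pyralis luciferase, 10 nM final, with Km-level 10 uM D-luciferin and 10 uM ATP in 50 mM Tris acetate pH 7.5, 10 mM Mg acetate, 0.01% Tween-20, 0.05% BSA; 6-point qHTS titration about 60 µM downward; luminescence read.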
Menin MLL FP TR = qHTS Assay for Inhibitors Targeting the Menin-MLL Interaction in MLL Related Leukemias: Competition With Texas Red Labeled MLL-derived Mutant Peptide. 0.23% of 270,000 active. AID 1768, 2009. Menin + Texas Red MLL mutant peptide, fluorescence polarization. Potency, µM (top dose mostly 61.6 µM), inactives show top-dose FP activity change, negative = inhibition, most hits filed as inhibitors; active means well fitted inhibition curve with a large enough effect in the polarisation, with a control signal flat, not every such curve was filed as active; inconclusive means small, poorly fitted or top-dose-only effect, or effect the other way, or a change in a side signal; inactive means no such curve, though single readings can be large or run the other way; the % refers to the polarisation; further: potency means the concentration at half of the fitted maximal effect; % of control where 0% means no effect; many of its hits are not listed in these tables
Numbers without * were called inactive; ? = inconclusive; nt = not tested or not shown; & = joins results of further samples; [ ] = another dose, or the depositor's remark. Unless noted, the call rests on the fitted dose curve; in most records, active means well fitted curve in the direction sought with a large enough effect; inconclusive means small, poorly fitted or top-dose-only effect, or another doubt; inactive means no such curve, though single readings can be large; an effect the other way counts as inactive or inconclusive. A portion of the library; rates above refer to the full screens.

SMILES | ELG1 genotoxic | RORgamma inh | NPC1 prom act | PKM2 act | Giardia killer | Rab9 promoter act | p53 reactivation | VP16 counter | BRCA1 expr up | FLuc counter | Menin MLL FP TR
COC(=O)c1ccc(Oc2nc3c(c(=O)n(C)c(=O)n3C)n2CCC(C)C)cc1 | 2% | -7% | -1% | -7% | 6 | -6% | 0% | -3% | -37% | 4% | -10%
Cc1cccn2c(=O)c3cc(C(=O)NCC(C)C)sc3nc12 | 5% | 24% | 11% | nt | -10 | 3% | 7% | -11% | -1% | -16%&-6% | -6%
CN(Cc1ccc(Cl)s1)C(=O)CCl | 7% | 10µM* | -24% | -4% | -5 | -49%[inhibitor] | -10% | -76% | -97%[inhibitor] | -3% | 7%
COc1cccc(NC(=O)[C@H](NC(=O)[C@@H]2Cc3ccccc3CN2)c2ccccc2)c1 | ? | 4% | -17% | nt | 11 | -3% | 18% | 16% | -35% | ? | nt
O=[N+]([O-])c1ccc2oc(C3CCCCC3)nc2c1 | ? | 23% | 15% | 0% | 6 | ? | 14% | 28% | 69% | 17µM* | -13%
CC(=O)c1ccc(N2CCN(c3ccc4cc(S(=O)(=O)N5CCC(C)CC5)ccc4n3)CC2)cc1 | 5% | 2% | -21% | -1% | 13 | -17% | 23% | 0% | 1% | 1%&-1% | 32%[activator]
O=C(CCN1C(=O)C2C3C=CC(C3)C2C1=O)Oc1ccc2ccccc2c1 (configuration not stated) | 1% | 19% | -3% | -1% | -11 | -2% | -4% | 9% | -5% | ? | -11%
Cc1cccc2c(=O)cc(C(F)(F)F)[nH]c12 | -11% | ? | 1% | -7% | -11 | -1% | -6% | ? | -7% | -5% | nt
Cc1cc(C)c(NC(=O)CSc2nnnn2-c2cccnc2)c(C)c1 | 0% | 0% | -7% | 1% | -6 | 1% | 3% | -2% | -1% | -1% | -7%
CC1Cc2ccccc2N1C(=O)CSc1nncs1 (configuration not stated) | -2% | nt | 0% | nt | 9 | -7% | 3% | nt | 8% | -4% | nt
Cc1ccc(C(=O)N2CCN(C34CC5CC(CC(C5)C3)C4)CC2)o1 | -3% | nt | -3% | 0% | 2 | 0% | nt | nt | 1% | 7% | -8%
CN(C)Cc1c(-c2ccc(Cl)cc2)nc2ccc(Cl)cn12 | -11% | ? | 2% | 6% | 17 | -4% | 6% | -10% | -28% | -6% | 1%
CC(=O)Nc1cccc(C(=O)NCCc2ccco2)c1 | 23µM* | 22% | ? | 1% | -3 | ? | 28% | ? | ? | ? | 4%
CCOc1ccc(N(CC(=O)NC2CCCCCC2)S(=O)(=O)c2c(C)noc2C)cc1 | -4% | -6% | -1% | -5% | 13 | 22% | 5% | 1% | 0% | 3% | -4%[11.7 µM]
CC(=O)N1CCc2cc(Br)cc(S(=O)(=O)NCCCN(C)Cc3ccccc3)c21 | -3% | -7% | 0% | 2% | 24 | -4% | -10% | -32% | -27% | 1% | -30%
CCC1(c2ccccc2)NC(=O)N(CC(=O)N(CC(=O)Nc2ccccc2C(F)(F)F)Cc2ccco2)C1=O (configuration not stated) | 2% | nt | -1% | nt | -17 | 0% | 6% | nt | 6% | 1% | nt
Oc1cc(O)c2c(c1)OC(c1ccc(O)c(O)c1)C(O)C2 (configuration not stated) | ? | -7% | -2% | nt | 28 | -5% | 2% | 7% | 14% | 6% | ?
COc1ccc2oc(C)c(C(=O)c3ccc(C)cc3)c2c1 | 0% | 23% | 10% | nt | -19 | 4% | 8% | ? | 52% | 17µM* | -5%
NC(=O)N(CCC(=O)O)c1ccccc1 | -2% | 10% | 0% | 0% | 1 | -3% | -7% | -6% | 4% | -1% | -2%
CSc1ccc(C(c2c(C)[nH][nH]c2=O)c2c(C)[nH][nH]c2=O)cc1 | -4% | ? | 8% | -1%[11.5 µM] | 16 | 1% | -2% | -15% | 1% | -15% | -3%
COc1ccc(CC(=O)Nc2ccc(C)cc2O)cc1S(=O)(=O)N1CCOCC1 | 1% | nt | -2% | nt | -1 | 2% | -3% | nt | -1% | 5% | nt
Cc1ccccc1-c1cccc([C@@H]2C[C@H]3CN(Cc4cccnc4)C(=O)[C@]34CCCN24)c1 | -4% | 41% | 4% | 1% | 2 | -1% | 0% | -3% | 16% | -18% | ?
COc1cccc(-c2nn(-c3ccccc3)cc2CN2CCCO2)c1 | -3% | -21% | -5% | -7% | -7 | -1% | -1% | -17% | 7% | -16% | 6%
N#Cc1nc(-c2ccc(F)cc2)oc1NCCCn1ccnc1 | 7% | 20% | 13% | -1% | nt | 26% | -1% | 21% | nt | -17% | 0%
O=C(O)C/C(=C\c1ccc2c(c1)OCO2)c1nc2ccccc2s1 | ? | 6% | -3% | nt | 4 | -1% | 7% | -13% | 4% | ? | nt
CCc1ccc(Nc2nnc(SCC(=O)Nc3cccnc3Cl)s2)cc1 | 6% | 11µM* | -3% | -16% | -18 | 4% | 12% | ? | -25% | 1.3µM* | 22%
CCC(C)N(C(=O)COc1ccccc1C(=O)NCc1ccccc1)C1CCS(=O)(=O)C1 (configuration not stated) | 2% | 16% | -4% | -1% | -6 | 4% | -4% | 20% | -3% | -1% | nt
COc1cc2c(cc1OC)C(c1ccccc1F)NCC2 (configuration not stated) | 0% | -21% | -1% | -8% | -17 | -2% | nt | -13% | -2% | 0% | ?
O=C(COC(=O)CCOc1ccccc1)Nc1ccc(Cl)cn1 | 0% | -15% | -2% | 0% | -7 | 2% | -2% | 13% | -4% | -2% | ?
Cc1nnn(C23CC4CC(CC(C(=O)NN)(C4)C2)C3)n1 | 0% | -7% | -3% | -8% | 14 | -5% | -10% | 2% | -7% | 3% | -11%
Cc1nnc(SCC(=O)N2CCC(C(N)=O)CC2)s1 | -3% | -21% | 0% | ? | 2 | 4% | 16% | -3% | 7% | 2% | 6%
CCc1ccc2nc(N(CCCN(C)C)C(=O)c3ccc(S(=O)(=O)N4CCc5ccccc5C4)cc3)sc2c1 | ? | ? | 28% | -2% | -1 | 20% | ? | ? | -2% | 4% | nt
Cc1ccc(N(C(=O)c2csnn2)C(C(=O)NC(C)(C)C)c2ccncc2)cc1 (configuration not stated) | 3% | 8% | 0% | 4% | 28 | 0% | 5% | 7% | 3% | 1% | -1%
COc1ccc(C(=O)N/N=C/c2ccc(OC)c(CN3CCN(c4ccc(F)cc4)CC3)c2)cc1 | -10% | 12% | -4% | -3% | -5 | 2% | -4% | -6% | -7% | -1% | 1%
CCc1ccc(/C=N/NC(=O)c2c[nH]c3ccccc23)s1 | ? | 11µM* | 2µM* | 1% | 16 | 1.3µM* | 22% | -27% | ? | 6µM* | ?
COc1ccccc1/C=C/c1onc(C)c1S(=O)(=O)N1CCC(C(=O)NC2CCCCCC2)CC1 | -4%[9.26 µM] | -19% | -6% | nt | -12 | 5% | -4% | -9% | -4% | -1% | 18%
CCOC(=O)C(=CNc1cc(Cl)c(-c2ccco2)c(Cl)c1)C(=O)OCC | -5% | 39% | -2% | -7% | 37[activator] | -2% | -4% | 6% | -27% | ? | nt
COc1cccc(CN(C)C(=O)c2ccc(NC(=O)CC3SC(N4CCCC4)=NC3=O)cc2)c1OC (configuration not stated) | 3% | nt | 0% | nt | 14 | -2% | -9% | nt | -24% | 4% | nt
O=C(NCc1nc(-c2ccc(Cl)cc2)no1)c1ccc2c(c1)OCO2 | -21% | 3% | -2% | 1% | 14 | 0% | 0% | 0% | -11% | 3% | 25%
CC(Oc1ccccc1)C(=O)N/N=C/c1ccccn1 (configuration not stated) | -6% | -31% | 0% | -5% | 0 | 4% | 3% | -12% | 3% | 4% | 7%
COCCOc1ccc(C(F)(F)F)cc1Nc1nc2ccccc2o1 | ? | 19% | -2% | ? | 7 | -1% | ? | -1% | -46% | 15µM* | ?
